High-throughput results: PubChem BioAssay, several laboratories
bIAP act – increases bovine intestinal alkaline phosphatase activity | activation factor at 20 µM | 0.17% of 200,000 active | AID 1016 | purified bovine IAP, CDP-star luminescence, 30 min; stronger effect = higher value; fold of DMSO-control signal, blank-subtracted;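 active = activation factor of 2 or more at 20 µM, a signal rise over negative controls twice the positive control's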
TNAP act hi DEA – TNAP (human) activation, high acceptor; 200,000 tested, under 10 active; purified TNAP, CDP-star luminescence, 1 M DEA, 30 min; stronger effect = higher value; 0 = EDTA background, 1 = DMSO-only activity; P05186; activation factor at 20 µM;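 active = activation factor at least 2 at 20 µM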
Target sequence (P05186 whole entry, looked up): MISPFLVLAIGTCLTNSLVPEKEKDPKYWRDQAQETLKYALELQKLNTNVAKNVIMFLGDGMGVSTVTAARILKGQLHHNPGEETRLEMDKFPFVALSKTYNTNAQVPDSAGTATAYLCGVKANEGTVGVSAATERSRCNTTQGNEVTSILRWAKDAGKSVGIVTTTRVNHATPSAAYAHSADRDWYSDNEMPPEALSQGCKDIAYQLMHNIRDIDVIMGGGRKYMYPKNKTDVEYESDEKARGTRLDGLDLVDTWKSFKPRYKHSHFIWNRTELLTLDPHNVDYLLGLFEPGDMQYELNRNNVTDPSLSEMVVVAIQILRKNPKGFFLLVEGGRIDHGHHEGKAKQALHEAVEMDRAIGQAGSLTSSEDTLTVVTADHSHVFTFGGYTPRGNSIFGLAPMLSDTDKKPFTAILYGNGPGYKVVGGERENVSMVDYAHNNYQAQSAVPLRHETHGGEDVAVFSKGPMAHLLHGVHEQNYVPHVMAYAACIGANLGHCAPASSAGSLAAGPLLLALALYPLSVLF
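Control set: EDTA negative control, DMSO positive control / Assay system: human TNAP / Quantity: TNAP 1/800 final / Evaluation: TNAP activation factor scaled between EDTA and DMSO control wells / Measured by: luminescent substrate turnover signal / Compound dosing: one dose, 20 µM / Times: 30 min enzyme reaction at room temperature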
APP 5'UTR act – activates APP 5'UTR luciferase reporter | 1% of 190,000 active | activation, % at 2 µM | SH-SY5Y APP 5'UTR luciferase reporter, luminescence; zero percent = DMSO vehicle wells;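 active = activation above a set limit, based on mean plus 3 SD of controls, cut at about 140% in these data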; note: values of inactives mirror those of a sister screen read the other way
TNAP inh noacc – inhibitors of human TNAP without phosphate acceptor; AID 1012; purified TNAP, CDP-star luminescence, 30 min; inhibition, % at 20 µM; P05186; 0.26% of 200,000 active;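 active = tissue-nonspecific alkaline phosphatase inhibition above about 50% at 20 µM in the single-dose screen, limit read from the data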;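 note: 0% = DMSO negative control and 100% = EDTA positive control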
PMI act satM6P – PMI (human) activation, high substrate; P34949; coupled PMI enzyme assay, resazurin fluorescence, 20 min; stronger effect = higher value; 1 = untreated enzyme, 0 = substrate-free blank; activation factor at 20 µM; 0.34% of 190,000 active; AID 1216;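 active = activation factor of 2 or more at 20 µM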
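Material: human phosphomannose isomerase with PGI, G6PDH, diaphorase coupling enzymes / Reagent: Man-6-P substrate 1.0 mM / Dosing: single compound dose of 20 µM, 1% DMSO final / Incubation: enzyme reaction with compound 20 min at room temperature / Signal: resorufin fluorescence (Ex 544/Em 590 nm) from resazurin via diaphorase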
NF-kB expr up – compounds increasing NF-kB expression in human neuronal cells | NF-kB reporter expression; stronger effect = higher value | fold change at 12.5 µM | 1.6% of 190,000 active | AID 1239; in the data active = fold change above about 3.3
TNAP inh hi DEA – TNAP (human) inhibition, high acceptor. 0.03% of 200,000 active. AID 1135. P05186. inhibition, % at 20 µM. purified TNAP, CDP-star luminescence, 1 M DEA;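 active = over 50% inhibition of tissue-nonspecific alkaline phosphatase at 20 µM in the single-dose screen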;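 note: plate controls were DMSO wells for no effect and EDTA-quenched wells as full inhibition for full effect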
PMI act – phosphomannose isomerase (human) activation; purified human PMI, coupled resazurin fluorescence, 20 min; stronger effect = higher value; 1 = vehicle control, 0 substrate-free wells; activation factor at 20 µM; 0.005% of 190,000 active; AID 1214;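 active = activation factor of 2 or more at 20 µM, relative to plate controls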
FLuc inh counter – inhibits firefly luciferase, flagging false hits in luciferase inhibition screens; ATPLite firefly luciferase biochemical luminescence, 10 min; 1.5% of 200,000 active; AID 1006; P08659; inhibition, % at 10 µM;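 active = inhibition above about 50% when tested at 10 µM, limit read from the data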
Target sequence (P08659 whole entry, looked up): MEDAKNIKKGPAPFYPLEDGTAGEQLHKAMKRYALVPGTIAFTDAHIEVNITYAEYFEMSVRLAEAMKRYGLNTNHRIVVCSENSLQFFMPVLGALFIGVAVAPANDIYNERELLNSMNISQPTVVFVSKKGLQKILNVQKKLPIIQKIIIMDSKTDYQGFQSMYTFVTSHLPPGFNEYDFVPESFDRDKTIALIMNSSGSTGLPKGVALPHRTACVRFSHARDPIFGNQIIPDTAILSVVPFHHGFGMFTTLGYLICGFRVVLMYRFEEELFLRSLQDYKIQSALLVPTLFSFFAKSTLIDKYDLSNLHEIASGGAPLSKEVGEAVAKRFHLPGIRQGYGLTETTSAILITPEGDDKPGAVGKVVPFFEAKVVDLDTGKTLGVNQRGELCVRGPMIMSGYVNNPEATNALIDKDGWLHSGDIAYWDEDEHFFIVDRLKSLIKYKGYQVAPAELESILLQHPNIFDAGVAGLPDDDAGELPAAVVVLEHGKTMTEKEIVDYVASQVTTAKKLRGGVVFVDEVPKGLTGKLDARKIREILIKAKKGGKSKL
FLuc stim CS – affects firefly luciferase, flagging false hits in luciferase stimulation screens; ATPlite luciferase biochemical, luminescence, 10 min; 0 = ATP-free wells, 1 = DMSO control; activation factor at 10 µM; 200,000 tested, under 10 active; AID 1027;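 active = luciferase activation factor, scaled between plate controls, of at least 2 with compound at 10 µM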
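test system = cell-free luciferase reagent | medium = PBS as buffer for the ATP substrate | dosing = test compounds dosed from 2 mM stocks in 100% DMSO | incubation = 10 min at ambient temperature | detection = luminescence measurement of luciferase light output | benchmarks = low control with PBS replacing ATP, high control enzyme plus ATP without compound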
The depositor's hits bear a star; . = not tested or not shown.

Each structure is followed by: APP 5'UTR act	TNAP act hi DEA	PMI act	TNAP inh noacc	FLuc inh counter	TNAP inh hi DEA	PMI act satM6P	bIAP act	FLuc stim CS	NF-kB expr up
N#Cc1cccc(NC(=O)CC2CCCCC2)c1
 : 5	1	1.1	-4	1	1	1	0.8	1	1.3
C=CCSc1ncc(CO)n1Cc1ccccc1
 : -3	1.1	1	-11	-1	-5	1	1	1	0.79
CCOC(=O)c1c(NC(=O)C2C3C=CC(C3)C2C(=O)O)sc2c1CCC(CC)C2 (stereo not drawn)
 : 17	1	0.9	-10	0	-4	0.9	1.1	1	1.1
CCOC(=O)CSc1nc2ccc(C)cc2cc1C#N
 : .	1	1	-4	-2	2	1	0.8	1	4.3*
CN(C)C(=S)Nc1ccc2ccccc2c1
 : 4	1	0.9	22	-1	-4	1	1	1	1.1
COc1ccc2c(c1)Cc1sc(NC(=O)c3cccs3)nc1-2
 : 115	1.1	0.8	-8	10	-6	0.8	0.9	0.9	1.6
CN(C)CCNc1nc(-c2ccccc2)nnc1C(F)(F)F
 : 8	1	1	-13	-7	0	1.1	1	1.1	1.1
CCCS(=O)(=O)N1CCCC(C(=O)NCCCOCC)C1 (stereo not drawn)
 : .	1.1	0.9	-13	0	-8	1	0.9	1	1.5
Cc1sc(N/N=C/c2cccnc2)nc1-c1ccccc1
 : 14	1	0.8	-20	0	-3	0.9	1	1	1.4
COCC(=O)Nc1nnc(C2CCCCC2)s1
 : 2	1.1	0.8	-16	10	-10	1	1	0.9	1.4
CC(C)CCC(CCN1CCOCC1)c1ccc2c(c1)OCO2 (stereo not drawn)
 : 2	1	0.8	-4	-3	3	0.9	1.1	1	0.94
Cc1c(/C=N/Nc2ccc(F)cc2)c(O)n(C)c(=O)c1C#N
 : 4	1	1.1	-18	-4	-5	1.1	1	1	1.9
Cc1ccc(-c2nnc(SCC(=O)Nc3nccs3)n2N)cc1
 : 13	1	1	1	-3	-1	1	0.9	1	1.1
Cc1ccc(S(=O)(=O)N(C)C)cc1NC(=S)NC(C)CCCC(C)C (stereo not drawn)
 : 4	1.1	1	-46	-9	-14	1	1.4	1.1	0.82
O=C(Nc1cccc(-c2nnc(-c3ccco3)o2)c1)c1ccccc1
 : 9	1	1	-4	-1	-1	1	1	1	0.92
O=C(N/N=C/c1ccc(-c2ccc(Br)cc2)o1)c1ccc2c(c1)OCO2
 : 27	1	0.9	4	-3	-5	0.9	1	1	0.92
CC(=O)NCCOc1cccc2ccccc12
 : 16	1.1	0.7	-10	-1	-6	0.8	0.9	1	1.1
O=C(CSc1nc2ccc(S(=O)(=O)N3CCOCC3)cc2[nH]1)N1CCOCC1
 : 6	1	0.3	-8	0	1	0.8	1	1	1
O=C1CC(c2cccc(Br)c2)c2cc3c(cc2N1)CCC3 (stereo not drawn)
 : -54	1.1	0.9	-7	-5	-5	1	0.8	1.1	0.74
COc1ccc(-c2nc(C(N)=O)c3[nH]c(=O)n(-c4ccccc4OC)c3n2)c(OC)c1
 : 4	1.1	1	-9	-6	-5	0.8	1.4	1.1	1
N/C(=N\O)c1ccc(NC(=O)c2cccs2)cc1
 : 51	1	1	-3	28	2	1	0.9	0.7	2.3
CC(=O)Nc1ccc(Sc2ncccc2C(=O)Nc2ccc(F)cc2)cn1
 : 7	1.1	1.1	-1	-5	-5	1.1	0.9	1.1	1
Cc1ccccc1C(=O)Nc1c(C(=O)N2CCCC2)cnn1-c1ccccc1
 : -2	1.1	0.9	-10	-4	-5	0.9	1	1	1.2
COc1ccc(CCc2nnc(CCC(=O)NCCc3ncccc3C)o2)cc1
 : -2	1	.	-9	0	-3	.	1	1	1.4
O=C(c1ccc(NS(=O)(=O)c2ccccc2)cc1)N1CCCC1
 : -7	1	0.9	-5	-3	-1	0.9	1.1	1	0.93
COc1ccc(CNC(=O)C(C)OC(=O)c2cccn2C)cc1 (stereo not drawn)
 : 19	1.1	1	-19	-3	-10	0.9	0.9	1	0.8
CC(C)(C)CC(=O)Nc1nnc(C(F)(F)F)s1
 : 8	1	1	-6	-5	2	1	1	1	1.4
Cc1ccc(N(CCCCN2C(=O)c3ccccc3C2=O)C(=O)c2ccc(Cl)s2)cc1
 : 13	1	0.9	0	-9	-4	0.9	0.6	1.1	0.88
O=C(CN1C(=O)NC2(CCCCC2)C1=O)N1CCc2ccccc2C1
 : 0	1	1.1	-3	-1	-1	1	1.3	1	0.93
CC(Cc1cccs1)NC(=O)Nc1ccc(F)cc1 (stereo not drawn)
 : 15	1.1	1	-12	7	-8	1.1	1	0.9	1.4
C[n+]1c2n(c3ccccc31)N=C(c1ccc(Cl)cc1)CS2
 : 4	1	1	-46	-5	0	1	0.7	1	1.8
O=C(Cn1cnc2c(oc3ccccc32)c1=O)N1CCCC1
 : -20	1	1	-9	-2	-2	0.9	1	1	1.2
CCn1c2ccccc2c2nnc(SCc3ccccc3)nc21
 : -2	1	0.8	0	-4	-3	0.8	0.8	1	0.77
O=C1CCCC(O)=C1C1C2=C(CCCC2=O)OC2=C1C(=O)CCC2
 : -16	1	.	-2	-5	0	.	1	1.1	1.1
O=C(CSc1nnc(-c2ccncc2)n1CCc1ccccc1)NCc1ccccc1
 : 15	1	1	-9	-8	-2	1	1	1.1	1.1
CC(C(=O)N1c2ccccc2Sc2ccccc21)n1nnc(-c2cccs2)n1 (stereo not drawn)
 : -4	1.1	0.8	-4	5	-7	1	1.1	0.9	0.84
CC(=O)N1CCc2cc(S(=O)(=O)CCC(=O)N3CCc4ccccc4C3)ccc21
 : -1	1	1.1	-8	-8	-3	1.1	1	1.1	1.1
O=C1NC(=O)/C(=C\c2ccccc2Oc2ccc(F)c(F)c2)S1
 : -6	1.1	1.1	-5	-10	-5	1	0.8	1.1	1.2
C/C(=N\NC(=O)CNc1ccccc1)c1ccccc1
 : 10	1	0.9	-5	-7	-4	0.9	1	1.1	1.4
O=C(CN1CCN(C/C=C/c2ccccc2)CC1)Nc1cc([N+](=O)[O-])ccc1Cl
 : 15	1.1	1.1	0	-2	-8	1.1	0.9	1	1.1
O=S(=O)(NC1CCCC1)c1cccc(-c2nnc(-c3ccccc3)o2)c1
 : -8	1	1	-16	-1	-5	1.1	0.9	1	1.3
CCCCC(=O)Nc1nn(CC(C)C)c2nc3ccccc3cc12
 : 5	1	1	-10	-16	-2	1.1	0.9	1.2	0.98
Clc1nc2sccn2c1/C=N/n1cnc2ccccc21
 : 20	1.1	1	-6	-1	-5	1.1	0.9	1	0.94
CC(=O)c1ccc(NC(=O)CCc2c(C)nc3ncnn3c2C)cc1
 : 6	1	1	-11	-5	-2	1	1	1.1	1.4
O=C(Nc1cccc(S(=O)(=O)N2CCCCC2)c1)c1c2c(nc3ccccc13)CCN(Cc1ccccc1)C2
 : -1	1	0.8	-19	-6	-2	0.9	0.9	1.1	0.72
Cc1ccc(-c2noc(CCC(=O)NCC3CCCO3)n2)cc1 (stereo not drawn)
 : 7	1.1	1.1	-6	-4	-5	1.2	1	1	0.98
Cc1ccc(C)c(/C=C(\C(=O)O)c2ccc(S(=O)(=O)N3CCCCC3)s2)c1
 : -8	1	1.5	-6	-2	2	1.4	1	1	1.1
O=C(/C=C/c1ccc(Br)cc1)c1ccc(NC2=NCCCS2)cc1
 : -15	1	1	-7	0	-4	1	1.1	1	1.3
CCOC(=O)c1sc(NC(=O)CSc2nnc(C(C)C)n2CC)nc1C
 : 1	1	1	-10	-7	-3	1	0.9	1.1	0.95
CCOc1ccccc1C1C(C#N)=C(N)Oc2cc(C)n(C)c(=O)c21 (stereo not drawn)
 : 11	1	0.9	-10	-4	-1	0.9	0.8	1	0.95
O=C(Cc1nc2ccccc2[nH]c1=O)c1ccccc1
 : 160*	0.8	1.1	3	58*	16	1	0.9	0.4	0.97
CC(=O)Nc1ccccc1C(=O)C(=O)Nc1ccc(C(=O)NCC2CCCO2)cc1 (stereo not drawn)
 : 11	1.1	1	-13	-3	-6	1	1	1	1.2
CCCC(=O)Nc1sc(C)c(C)c1C#N
 : -5	1	0.9	-6	-7	-2	0.9	0.9	1.1	1.4
CCN(C(=O)COC(=O)CNC(=O)C12CC3CC(CC(C3)C1)C2)C1CCS(=O)(=O)C1 (stereo not drawn)
 : 18	1.1	1.1	-14	-2	-10	1.1	0.9	1	1.2
O=C(NN1CCOCC1)c1cccc(COc2cccc(Br)c2)c1
 : 9	1	0.9	-10	-2	-4	1	1	1	1.3
CCOC(=O)C(=O)Nc1cc([N+](=O)[O-])ccc1C
 : -2	1	0.9	1	-17	-3	1	0.9	1.2	1.2
Cc1ccc(C(C)C)c(OCC(=O)N2CCOCC2)c1
 : -4	1	0.9	-10	-7	-1	1	1	1.1	1
Cn1ccnc1C1CCCCN1Cc1nc(-c2ccc(Cl)cc2)no1 (stereo not drawn)
 : 8	1	.	2	-3	1	.	1.2	1	1.1
COC(=O)N/N=C\c1cc2c(cc1Br)OCO2
 : -10	1	1.1	-5	4	1	1	1.1	1	1.2

Nine successive entries already listed:
Each structure is followed by: APP 5'UTR act	TNAP act hi DEA	PMI act	TNAP inh noacc	FLuc inh counter	TNAP inh hi DEA	PMI act satM6P	bIAP act	FLuc stim CS	NF-kB expr up
O=C(Cc1nc2ccccc2[nH]c1=O)c1ccccc1
 : 160*	0.8	1.1	3	58*	16	1	0.9	0.4	0.97
CC(=O)Nc1ccccc1C(=O)C(=O)Nc1ccc(C(=O)NCC2CCCO2)cc1 (stereo not drawn)
 : 11	1.1	1	-13	-3	-6	1	1	1	1.2
CCCC(=O)Nc1sc(C)c(C)c1C#N
 : -5	1	0.9	-6	-7	-2	0.9	0.9	1.1	1.4
CCN(C(=O)COC(=O)CNC(=O)C12CC3CC(CC(C3)C1)C2)C1CCS(=O)(=O)C1 (stereo not drawn)
 : 18	1.1	1.1	-14	-2	-10	1.1	0.9	1	1.2
O=C(NN1CCOCC1)c1cccc(COc2cccc(Br)c2)c1
 : 9	1	0.9	-10	-2	-4	1	1	1	1.3
CCOC(=O)C(=O)Nc1cc([N+](=O)[O-])ccc1C
 : -2	1	0.9	1	-17	-3	1	0.9	1.2	1.2
Cc1ccc(C(C)C)c(OCC(=O)N2CCOCC2)c1
 : -4	1	0.9	-10	-7	-1	1	1	1.1	1
Cn1ccnc1C1CCCCN1Cc1nc(-c2ccc(Cl)cc2)no1 (stereo not drawn)
 : 8	1	.	2	-3	1	.	1.2	1	1.1
COC(=O)N/N=C\c1cc2c(cc1Br)OCO2
 : -10	1	1.1	-5	4	1	1	1.1	1	1.2
